High-throughput results from PubChem BioAssay.
NPY2 pot ag = NPY-Y2 potentiators or agonists, primary screen, cell-based | Neuropeptide Y receptor type 2 (Homo sapiens), P49146 | cells expressing NPY-Y2, potentiator/agonist read-out | activation, % at 3.6 µM | 220,000 compounds, 0.45% hits | AID 1359, 2008; in the data active = activation above about 27%;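 note: cells stimulated with NPY near EC25 plus isoproterenol at EC100; 0% = vehicle plus submaximal agonist and 100% = vehicle plus saturating agonist; some results beyond the cut were filed as inactive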
NPY1 pot ag = NPY-Y1 receptor potentiators or agonists, primary screen, cell-based. Neuropeptide Y receptor type 1 (Homo sapiens), P25929. NPY-Y1 expressing cells, potentiator/agonist activation. activation, % at 3.6 µM. 220,000 compounds, 0.37% hits. AID 1304, 2008; in the data active = activation above about 33%, passing the limit was not always enough;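 note: cells stimulated with NPY at EC10 then isoproterenol at EC100; 0% = low agonist plus stimulus and 100% = saturating agonist plus stimulus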
Target sequence (P25929 whole entry, looked up): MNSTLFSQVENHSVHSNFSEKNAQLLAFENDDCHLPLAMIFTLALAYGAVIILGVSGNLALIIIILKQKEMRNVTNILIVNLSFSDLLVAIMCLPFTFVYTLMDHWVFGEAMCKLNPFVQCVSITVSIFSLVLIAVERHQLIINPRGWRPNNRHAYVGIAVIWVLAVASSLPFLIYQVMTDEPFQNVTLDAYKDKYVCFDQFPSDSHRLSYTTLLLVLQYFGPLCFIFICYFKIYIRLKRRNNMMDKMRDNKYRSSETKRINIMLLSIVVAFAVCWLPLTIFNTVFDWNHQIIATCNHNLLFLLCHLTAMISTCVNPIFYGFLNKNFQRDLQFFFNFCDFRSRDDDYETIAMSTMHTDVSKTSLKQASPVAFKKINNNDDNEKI
CHOP inhibitor = inhibitors of CHOP promoter induction, primary screen, cell-based, unfolded protein response, luciferase reporter. CHO-K1 CHOP-promoter luciferase, tunicamycin-induced, 15-18 h. inhibition, % at 10 µM. 220,000 compounds, 3.8% hits. AID 2732, 2010;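 active = compounds that reduced the stress-induced luciferase reporter signal by more than about 70% of percent inhibition, limit read from the data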;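 note: 0% = tunicamycin plus vehicle and 100% = wells without tunicamycin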
S1P4 antagonist = S1P4 receptor antagonists, primary screen, cell-based; Sphingosine 1-phosphate receptor 4 (Homo sapiens), O95977; S1P4-expressing cells, antagonist mode, reporter read-out; inhibition, % at 4.98 µM; 220,000 compounds, 0.26% hits; AID 1510, 2009; in the data active = inhibition above about 29%;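 note: 0% = wells stimulated with agonist and 100% = vehicle wells without agonist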
S1P4 agonist = S1P4 receptor agonists, primary screen, cell-based | Sphingosine 1-phosphate receptor 4 (Homo sapiens), O95977 | S1P4-expressing cell line, agonist reporter assay | activation, % at 4.98 µM | 220,000 compounds, 0.35% hits | AID 1509, 2009; in the data active = activation above about 11%;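 note: 0% = DMSO vehicle and 100% = reference agonist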
NPY-Y1 antag = NPY-Y1 receptor antagonists, primary screen, cell-based; Neuropeptide Y receptor type 1 (Homo sapiens), P25929; HEK293-CNG Y1 cells, membrane potential fluorescence; NPY at EC95, then isoproterenol; AID 1040, 2008; inhibition, % at 3.6 µM; 200,000 compounds, 1% hits;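 active = inhibition above the campaign mean inhibition of all tested compounds plus 3 SD, cut at about 20% in these data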;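 note: 0% = DMSO wells given NPY plus isoproterenol and 100% = isoproterenol alone without NPY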
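material = HEK293 cells with Y1 receptor plus CNG channel | also added = NPY 25 nM then isoproterenol 1 µM plus Ro 20-1724 25 µM | schedule = dye 3 h, compound 60 min room temperature, stimulation 45 min | measured by = membrane potential fluorescence | benchmarks = high control isoproterenol alone, low control NPY with isoproterenol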
TRPN1 ag = zebrafish TRPN1 channel agonists, primary screen, cell-based, HEK293, calcium fluorescence | transient receptor potential cation channel N1 (TRPN1/NompC), Danio rerio | HEK293 zebrafish TRPN1-YFP, Fluo-8 calcium fluorescence; 100% = response to 87 µM carbachol | activation, % at 3 µM | 220,000 compounds, 0.18% hits;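 active = activation above its plate's cutoff, the mean activation of test wells on that plate plus 3 SD, cut at about 19% in these data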;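 note: 0% = DMSO alone and 100% = 87 µM carbachol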
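Material: zebrafish TRPN1-YFP in HEK293 cells. Doses: one dose of 3 µM, 0.3% DMSO. Incubation: dye 1 h 37 °C plus 30 min RT. Measured by: intracellular calcium fluorescence with Fluo-8.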
TRPML3 ag = human TRPML3 channel agonists, primary screen, cell-based, HEK293 TRPML3-YFP, Fluo-8 calcium fluorescence, 3 µM | 220,000 compounds, 0.29% hits | AID 1448, 2008 | Mucolipin-3 (Homo sapiens), Q8TDD5 | activation, % at 3 µM | 100% = the carbachol control signal;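 active = activation above its plate's cutoff, the mean activation of the plate's test wells plus 3 SD, cut at about 12% in these data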;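 note: 0% = DMSO only wells and 100% = carbachol wells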
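Material: TRPML3-YFP stable HEK293 cells | Dosing: One concentration, 3 µM nominal, 0.3% DMSO | Timing: 125 s total fluorescence read per well | Technique: Fluo-8 calcium dye fluorescence, ex 470-495, em 515-575 nm | Measure: Percent activation from peak-to-basal fluorescence ratio, scaled between DMSO and carbachol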
EP2 mod = EP2 receptor modulators, cAMP readout, primary screen, cell-based, HTRF cAMP, PGE2 stimulation; Prostaglandin E2 receptor EP2 subtype (Homo sapiens), P43116; EP2-expressing cells, cAMP HTRF FRET, PGE2 co-stimulation; induction, % at 25 µM; 260,000 compounds, 0.83% hits; AID 940, 2007;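 active = compounds whose cAMP rise, as percent of the full-agonist control response, exceeds 60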;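 note: rat C6 glioma line stably carrying human EP2 under a CMV promoter; the protocol text gives 20 µM as final concentration; 100% = response of wells given 1 µM PGE2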
Target sequence (P43116 whole entry, looked up): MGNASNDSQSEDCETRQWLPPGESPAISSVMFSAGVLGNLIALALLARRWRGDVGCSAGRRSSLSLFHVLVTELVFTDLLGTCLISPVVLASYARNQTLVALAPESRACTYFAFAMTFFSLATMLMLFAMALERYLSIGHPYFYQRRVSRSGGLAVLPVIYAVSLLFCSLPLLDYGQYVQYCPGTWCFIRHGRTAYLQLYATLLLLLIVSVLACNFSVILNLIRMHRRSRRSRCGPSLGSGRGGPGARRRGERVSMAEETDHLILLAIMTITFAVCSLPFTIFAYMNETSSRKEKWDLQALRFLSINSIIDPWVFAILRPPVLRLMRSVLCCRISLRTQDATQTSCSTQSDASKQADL
Numbers without * were called inactive; x = not tested or not shown; & = joins results of further samples. This is a random part of the collection, and some 6.5% of all compounds hit somewhere here.

Every second line gives: NPY2 pot ag	TRPN1 ag	TRPML3 ag	CHOP inhibitor	S1P4 antagonist	S1P4 agonist	NPY-Y1 antag	EP2 mod	NPY1 pot ag
Cc1nc2sc3c(c2c(=O)o1)CCCC3
 : -12	-0.6	0.5	7	-1	-0.9	-3	-8	-20
Cc1ccc2nc3c(c(Nc4ccccc4)c2c1)CCC3
 : -33	-3.8	-0.7	30	10	-1.7	x	-43	-36
NC(=O)CSc1ccc(-c2ccc(F)cc2)nn1
 : 5	0.4	1.0	1	-2	-0.7	-7	6	-3
COC(=O)C(O)(CC(=O)Nc1ccc(Cl)cc1Cl)C(F)(F)F (configuration not stated)
 : 3	0.0	1.2	-26	-2	1.3	0	8	5
CC1=C(C#N)C(NC(=O)C(C)(C)C)(C(F)(F)F)C(=O)N1 (configuration not stated)
 : -2	0.1	-0.1	-12	-7	-1.1	-1	8	-2
Cc1ccc(N(Cc2cc3ccccc3[nH]c2=O)S(=O)(=O)c2ccccc2)cc1
 : 2	0.3	0.5	10	-3	-1.3	6	18	12
Cn1cc(S(=O)(=O)CC(=O)N2CCCc3ccccc32)c2ccccc21
 : -15	0.2	-0.1	33	-6	-1.9	0	15	-7
Cn1c(=O)n(CC(=O)Nc2ccc(F)cc2)c2ccccc21
 : -9	0.5	0.8	14	-19	3.2	5	-1	-3
CC1CCCCN1C(=S)NCc1ccccc1 (configuration not stated)
 : 4	0.9	-0.3	12	4	-3.4	1	9	-8
CCC1(C)NC(=O)N(CC(=O)Nc2sc3c(c2C(N)=O)CCC3)C1=O (configuration not stated)
 : 4	1.5	0.0	8	-9	0.3	1	3	-3
Cc1ccccc1SCC(=O)Nc1cc(S(=O)(=O)N2CCOCC2)ccc1N1CCOCC1
 : -11	0.7	-0.9	24	-15	1.3	x	-7	2
CCCCn1c(CNC(=O)Cc2ccccc2)nc2ccccc21
 : -6	0.2	-1.2	-9	-7	0.3	-2	9	-10
CCOc1ccccc1N1CCN(C(=S)NCc2ccc(Cl)cc2)CC1
 : 3	5.5	1.4	52	-5	-0.3	-7	-42	2
Cc1ccc(CNS(=O)(=O)c2ccc3c(c2)n(C)c(=O)c(=O)n3C)cc1
 : -5	-1.3	0.7	-7	-7	0.1	4	2	-1
C/C(=C\C(=O)N1CCc2ccccc21)C(=O)O
 : -2	-0.4	0.2	20	-4	1.0	-2	-2	12
CCSCCOC(=O)C1=C(C)NC(=O)NC1c1ccc2c(c1)OCO2 (configuration not stated)
 : -5	0.7	-0.6	22	-12	2.1	-3	2	-2
COc1ccccc1-n1c(SCC(=O)N2CCCC2)nc2cccnc21
 : 3	2.0	0.3	2	-69	-0.8	-1	16	5
C(=N\Nc1nc(-c2ccccc2)cs1)/c1ccncc1
 : 4	1.6	0.7	-16	9	3.9	4	-64	19
CC12CCC(C(=Nc3ccc(N=C4C(=O)C5(C)CCC4C5(C)C)cc3)C1=O)C2(C)C
 : -9	-1.3	0.3	-19	-13	-0.7	x	13	5
CCOC(=O)c1nn(-c2ccc3c(c2)OCO3)cc1O
 : 10	0.7	-0.4	20	-7	0.0	6	15	3
COc1ccc(/C=C/C(=O)OCC(=O)Nc2ccc(Cl)cc2F)cc1S(=O)(=O)N1CCOCC1
 : 1	2.1	1.5	1	-12	1.4	5	7	12
COc1ccc(N(CCC(=O)O)S(=O)(=O)c2ccc(C)cc2C)cc1
 : -10	1.4	0.7	-17	-16	0.0	7	13	-8
COc1cc(C2OC(=O)c3ccccc3S2)cc(OC)c1OC (configuration not stated)
 : -6	0.5	0.6	4	-43	0.7	x	-4	-5
CCOCCCn1c(=NC(=O)c2cccnc2)c(C(=O)OCC)cc2c(=O)n3ccccc3nc21
 : -8	0.8	-1.0	-25	-25	4.0	1	29	7
N#Cc1ccccc1NC(=O)CC1c2ccccc2Oc2ccccc21
 : 4	-0.9	0.1	14	-8	1.6	-2	23	10
NS(=O)(=O)c1ccc(NC(=S)NC(=O)c2ccc(Br)o2)cc1
 : -18	1.1	0.2	-10	-11	1.4	-2	-36	-13
O=C(CSc1ncn[nH]1)Nc1ccc2c(c1)CCC2
 : 14	1.9	0.9	60	-7	-1.1	-7	10	18
COc1ccc(NS(=O)(=O)c2cc(NC(=O)C3CCCO3)ccc2N2CCCCC2)cc1 (configuration not stated)
 : 3	-0.9	1.4	27	-1	0.2	6	-14	-2
Clc1ccc(COc2ccccn2)cc1Cl
 : -11	-1.0	-0.3	3	-1	0.0	6	4	-3
CC(C)Oc1ccc(C(=O)Nc2cccc3cccnc23)cc1
 : -25	-1.9	-0.1	27	11	0.2	22*	-16	-20
Nc1nonc1C(=O)N/N=C/c1cc(Br)ccc1O
 : -3	4.3	3.1	70	13	-0.3	-3	-65	8
CCOC(=O)Cn1nc(C)c(NC(=O)COc2ccc(C)c(C)c2)c1C
 : -11	1.4	1.0	0	-14	0.6	x	0	-12
CCOc1ccc(/C=C2/C(=O)N(c3ccc(OC)cc3)C(=S)N2CC(=O)OC)cc1OCC
 : 6	-1.1	-1.2	-11	-6	-1.2	3	30	5
COc1cc(NC(=S)NNC(=O)CC(C)C)c(OC)cc1Cl
 : 0	-0.2	0.3	5	-11	-3.4	2	11	4
O=C(O)c1cc(-c2ccccc2)n(-c2ccccc2)n1
 : -11	-0.2	0.7	3	-10	0.2	24*	28	-20
CON1C(=O)C(=O)N(OC)C(C)(C)C1C (configuration not stated)
 : -7	0.0	-0.4	-22	-2	0.1	2	34	3
CCc1ccccc1N(CC(=O)N1CCN(c2ccccc2)CC1)S(C)(=O)=O
 : 3	3.0	0.8	-18	-8	0.6	2	-9	-6
CCOc1cc(C(=S)N2CCCCC2)ccc1OCC(=O)NCc1ccccc1
 : -3	-0.1	-0.1	12	-11	-1.0	1	4	4
Cc1c(Cl)cccc1NC(CC(=O)c1ccccc1)C(=O)O (configuration not stated)
 : -9	-1.6	0.1	21	-17	-0.7	1	-15	7
CC(=O)Nc1cc(NC(C)=O)cc(C(=O)NC(C)(C)C)c1
 : 11	1.5	1.1	-2	-8	0.8	0	15	7
CC1CCC(NC(=O)C(Cc2ccccc2)n2cccc2)CC1 (configuration not stated)
 : -5	-1.7	-0.9	7	-5	0.5	x	8	9
CC1CN(C(=O)C(c2ccccc2)c2ccccc2)CC(C)O1 (configuration not stated)
 : -13	-0.6	0.1	22	11	0.9	6	11	0
CCc1ccc(C(=O)COC(=O)CCc2nc3ccccc3c(=O)[nH]2)cc1
 : 13	-0.4	0.1	-12	-4	1.3	9	1	-4
O=C(Nc1ccc(NC(=S)NC(=O)C(c2ccccc2)c2ccccc2)cc1)c1ccccc1
 : -17	1.2	0.8	x	-8	1.1	1	x	12
CCN1CCN(C(=S)NCCOC)CC1
 : -5	2.0	1.0	7	2	0.5	3	28	-9
COc1ccccc1/C=C1/SC(=O)N(CCC(=O)Nc2ccc(S(=O)(=O)Nc3nccs3)cc2)C1=O
 : 13	2.0	0.3	5	-36	0.9	-3	-21	-8
CS/C(=N\S(=O)(=O)c1cccs1)NC(=O)CSc1nc2ccccc2s1
 : -2	0.3	0.6	14	-1	-1.1	15	1	-6
CCc1ccccc1NC(=S)NN
 : 0	0.3	0.6	4	1	0.8	-3	23	15
Cc1cc(C)c2cc(C#N)c(N3CCCC3)nc2c1
 : -2	-0.6	-0.5	45	-3	-1.2	1	54&35	0
CC(C)C(=O)Nc1cccc(C(=O)Nc2nccs2)c1
 : -7	0.5	0.8	4	-5	-1.7	2	-36&-37	-3
O=C(O)c1cc(N/N=C/c2ccc(N3CCOCC3)s2)ccc1Cl
 : 11	1.2	0.6	26	-9	0.3	-6	34	-6
O=C(Nc1ccc(N2CCOCC2)nc1)c1ccc(F)cc1
 : 10	1.2	1.7	6	-1	0.6	-2	0	2
O=C(O)CC1(Cc2nc(-c3cccs3)no2)CCCC1
 : -3	0.6	0.1	-10	-13	0.6	8	1	-5
Cc1ccnc(NC(=O)c2ccc(Cl)c([N+](=O)[O-])c2)c1
 : 10	-1.5	0.1	-34	-8	-0.9	1	-30	2
COC(=O)c1ccccc1NC(=O)C1CC(=O)N(c2ccccc2)C1 (configuration not stated)
 : -2	-0.2	0.8	0	-18	-0.2	2	5	-16
N/C(=N\N=C\c1ccco1)SC1CC(=O)N(c2ccccc2)C1=O (configuration not stated)
 : -9	1.6	0.1	16	2	-0.3	-4	-14	7
O=C(CCSc1ccc(Cl)cc1)NC12CC3CC(CC(C3)C1)C2
 : -7	-0.3	0.5	-1	8	0.0	10	-35	-13
